EWS-Fli block: EWS/Fli transcriptional activity inhibition. A673 NR0B1-luciferase reporter, viability-normalised. inhibition, % at 12.6 µM. 350,000 compounds, 0.67% hits;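 active means mean inhibition of at least 50% after viability correction, with every replicate also passing that limit; inconclusive means mean reaches 50% but only one of two replicates passes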;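 further: firefly luciferase signal divided by Alamar Blue viability fluorescence both relative to DMSO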
CFTR F508del cor: correctors of CFTR F508del function in bronchial epithelial cells | CFBE cells, YFP halide quenching; stimulated with forskolin plus potentiator P3; % fluorescence drop versus neutral controls | activity (quench increase), % at 7.58 µM | 350,000 compounds, 0.36% hits;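 active means mean added fluorescence quench of at least 8% versus neutral control, with both replicates also reaching 8%; inconclusive means only one of the mean or replicate conditions met; inactive means mean below 8% and not both replicates reaching 8%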;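 further: cells transiently co-express mutant CFTR-F508del with the halide-sensitive YFP; corrector assay measuring rescue of mutant channel to the surface after 24 h compound exposure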
FN deposition inh: fibronectin deposition inhibition; AH1F fibroblasts, Alexa488-fibronectin deposition fluorescence, overnight; AID 743247; inhibition, % at 12.6 µM; 350,000 compounds, 0.086% hits;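 active means mean inhibition across replicates of 30% or more, regardless of how many single replicates reach that level; inconclusive means mean under 30% yet at least half of replicates reach 30%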;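 further: positive control wells lacked labelled fibronectin entirely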
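Material: AH1F fibroblasts assembling fluorescent fibronectin matrix; amount: 10000 AH1F cells/well; medium: DMEM, 2% serum; reagent: Alexa488-fibronectin, 24 nM final in well; dosing: single compound dose, delivered by pin transfer; incubation: 1 h adhesion, overnight exposure; detection: fluorescence after three HBSS washes, excitation 485 nm, emission 525 nm; measure: fibronectin deposition inhibition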
INS-1E GSIS act: primary screen for activators of insulin secretion dependent on glucose, INS-1E cells, GLuc reporter luminescence; INS-1E GLuc reporter insulin secretion, 2-3 h; activation, % at 16.6 µM; 370,000 compounds, 0.61% hits;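 active means lowest replicate activation of at least 40%, so every replicate reaches that level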;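 further: 0% = median of neutral control wells and 100% = median of IBMX positive control wells; some compounds called inactive have numbers as strong as hits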
PAX8 inh HTS: inhibitors of PAX8 transcriptional activity in RMG-I cells. inhibition, % at 12.6 µM. 360,000 compounds, 1.2% hits. AID 652154. RMG-I TPO-luciferase reporter, SteadyGlo, 24 h;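 active means mean replicate inhibition at least 60% with every replicate also reaching 60%; inconclusive means only one of the two criteria is met; inactive means mean below 60% and not all replicates reaching 60%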;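 further: luciferase light reporting Pax8 driven TPO promoter activity; plate controls were median of neutral control wells for no effect and mitoxantrone controls for full effect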
miR122 inh: inhibitors of miR-122 in Huh7 cells. activation (reporter increase), % at 12.5 µM. Huh7 miR-122 Renilla luciferase sensor, 48 h; neutral wells = 0, positive control = 100. 340,000 compounds, 0.3% hits. AID 602342;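 active means mean replicate activation score at least 90 and every replicate individually at or above 90; inconclusive means only one of the two criteria met; inactive means neither criterion met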;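 further: higher luciferase means less miR-122 activity so hits act as miR-122 inhibitors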
DENV2 CPE rescue: protects cells from dengue virus 2 cytopathic effect. 350,000 compounds, 1.7% hits. AID 651640. DENV2-infected cells, cytopathic effect rescue, plate reader. CPE inhibition, % at 9.99 µM; in the data active means CPE inhibition above about 20%, passing the limit was not always enough; inconclusive means no clear call, values can overlap the other calls; tested in BHK-21 cells;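 further: 0% = median of neutral control wells and 100% = median of positive control wells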
* = called active by the depositor; ? = inconclusive; . = not tested or not shown; & = joins results of further samples; [ ] = another dose, or the depositor's remark.

entry	SMILES	EWS-Fli block	CFTR F508del cor	FN deposition inh	INS-1E GSIS act	PAX8 inh HTS	miR122 inh	DENV2 CPE rescue
1	Cc1noc(C)c1NC(=O)N(C)C[C@@H]1Oc2c(NC(=O)Nc3cccc4ccccc34)cccc2C(=O)N([C@@H](C)CO)C[C@H]1C	3	3.6	.	-3	.	-2[16.7 µM]	7
2	CCc1ccc(NC(=S)NCC2CCCN2CC)cc1 (stereo not drawn)	-2	1.9	-1	0	-8	.	-1
3	CC1(c2nnnn2C2CCCC2)CCC(=O)N1c1ccc2c(c1)OCCO2 (stereo not drawn)	-1	5.4	-2	1	-8	.	1
4	O=C(COc1ccccc1N1C(=O)c2ccccc2C1=O)c1ccc(Cl)cc1	.	.	-8	.	-3	-1	.
5	COc1ccc(CN2C(=O)c3cccnc3C2=O)cc1S(=O)(=O)NCc1ccco1	-7	2.3	-3	1	-19	8	0
6	O=C(c1ccco1)N1CCN(Cc2cn[nH]c2-c2ccc(F)cc2F)CC1	6	0.2	-5	-2	16	.	-6
7	O=C(CCN1CCCCC1)NCC[C@H]1CC[C@H](NC(=O)C2CCOCC2)[C@H](CO)O1	-4	-1.6	5	16	-1	.	-2
8	O=S(=O)(c1ccccc1)N1CCN(C(=S)Nc2ccc(Br)cc2)CC1	-1	1.7	5	-31	9	.	0
9	C[C@H]1CCCCO[C@@H](CN(C)C(=O)Nc2ccc3c(c2)OCO3)[C@@H](C)CN([C@@H](C)CO)C(=O)c2cc(NC(=O)Cc3ccccc3)ccc2O1	3	-1.7	.	-9	-27	-9[16.7 µM]	10
10	Cc1ccc(S(=O)(=O)Nc2ccc(Cl)cc2)cc1NC(=O)Cn1cnc2c1c(=O)n(C)c(=O)n2C	.	.	2	-6	11	.	.
11	COc1ccc2c(c1OC)C(=O)N(c1ccc(C)cc1)C2=O	2	2.6	7	16	15	-8	4
12	O=S(=O)(c1ccccc1)N1CCN(c2ccccc2)CC1	17	-0.9	1	-1	4	-4	-2
13	COC(=O)Cn1c(=O)c(=O)n(CC(=O)OC)c2ccccc21	-11	-1.5	9	27	10	-7	-7
14	Cc1ccc(NC(=O)[C@@H](CC(C)C)NC(=O)[C@@H]2Cc3ccccc3CN2)cc1	.	-0.1	-1	-16	-5	4	-5
15	O=c1oc2c(CN3CCOCC3)c(O)ccc2c2c1CCC2	.	.	-3	.	-3	-12	.
16	N#Cc1ccccc1-c1ccccc1C(=O)N1CCCCC1	5	0.4	5	9	-5	-1	-3
17	COC(=O)[C@]12CCCCC=C1N(Cc1ccc3c(c1)OCO3)C(=O)[C@H](CC(=O)N1CCSCC1)C2	-6	0.8	.	-6	-15	.	1
18	CC(=O)Nc1ccc(S(=O)(=O)NC(C)c2nc(-c3ccccc3)no2)cc1 (stereo not drawn)	2	2.9	-11	14	-8	-3	-1
19	Cc1ccc(S(=O)(=O)N(C)C[C@@H]2Oc3c(NC(=O)Nc4c(C)noc4C)cccc3C(=O)N([C@@H](C)CO)C[C@H]2C)cc1	7	-3.9	.	9	-3	3[16.7 µM]	-1
20	CCCC1N2CC3([N+](=O)[O-])CN1CC([N+](=O)[O-])(C2)C3(C)C (stereo not drawn)	8	.	1	2	6	.	.
21	O=C(CNC(=O)c1ccc(Cl)cc1)NC(CO)c1ccccc1 (stereo not drawn)	2	-0.2	-1	4	-25	2	8
22	CCOc1ccccc1/C=C(/NC(=O)c1ccccc1)C(=O)N1CCCCC1	11	1.2	.	-2	15	10	-2
23	Cc1c(Cc2ccccc2)c(=O)oc2c(C)c(OCC(=O)N3CCC(C(=O)O)CC3)ccc12	8	-0.3	.	4	.	-4	6
24	CC(C)(C)Nc1c(C2CCNCC2)nc2c(OCc3ccccc3)cccn12	-5	1.9	6	.	-6	2	1
25	CC(C)C(=O)N1CCCC1(C)C(=O)NCc1ccc(Cl)cc1 (stereo not drawn)	3	-0.2	0	5	.	-5	6
26	Cc1cc2ncn(C(=O)c3c(-c4c(Cl)cccc4Cl)noc3C)c2cc1C	.	.	-2	.	-3	-7	.
27	O=C(CNS(=O)(=O)c1ccccc1)NCC(=O)OCc1ccc(C(=O)c2ccccc2)cc1	.	.	-10	-12	-5	-4	.
28	COc1ccc(-n2ncc3c2CC(C)(C)CC3NC(=O)c2cn[nH]c2)cc1 (stereo not drawn)	.	-1.3	.	-3	-6	-4	2
29	CC=Cc1ccc2n(c1=O)C[C@H]1[C@H](CO)[C@@H](C(=O)N3CCOCC3)N(CC3CC3)[C@@H]21 (mixture of isomers)	-1	.	.	3	.	.	-9
30	O=C1CSC(=Nc2cccc([N+](=O)[O-])c2)N1	-1	0.1	0	23	22	12	4
31	CN(C)Cc1c(C(C)(C)O)[nH]c2cc(F)ccc12	11	1.5	3	18	2	.	-2
32	O=C(CN1C(=O)/C(=C2/SC(=S)N(CCS(=O)(=O)O)C2=O)c2ccccc21)Nc1cccc(C(F)(F)F)c1	-4	-1.7	-8	-12	-6	-1	3
33	CC1(C)CNC(=O)CC(C)(C)N1	7	.	2	4	13	.	11
34	COc1ccc(NC(=O)Nc2ccc3c(c2)C(=O)N([C@H](C)CO)C[C@@H](C)[C@H](CN(C)S(=O)(=O)c2cccs2)OCCCC[C@@H](C)O3)cc1	22	-1.3	.	1	.	-10[16.7 µM]	1
35	COc1ccc(/C=C2\C(=O)NC(=O)c3ccccc32)cc1OC	27	-1.7	-2	24	10	.	-6
36	COc1ccc(S(=O)(=O)N2CCN(C(=O)CCOc3ccccc3)CC2)cc1OC	4	-0.8	7	9	8	.	-5
37	COc1ccc(C(=O)CC(Nc2ccc([N+](=O)[O-])cc2)c2ccc(OC)cc2)cc1 (stereo not drawn)	.	.	0	-38	.	2	.
38	CCOC(=O)C(=CNc1cccnc1Oc1ccc(C)c2c1CCC2)C(=O)OCC	10	-6.5	5	.	9	.	-1
39	Cc1ccc(CN2CCN(CC(=O)N/N=C/c3ccc(C)o3)CC2)cc1	5	1.5	-9	.	0	-3	1
40	OCc1ccc(-c2cc[n+](Cc3cc4c(cc3Br)OCO4)cc2)cc1	9	0.0	.	.	2	.	?
41	O=C(Nc1cccc(-n2cnnn2)c1)c1cccs1	.	-0.4	1	3	3	0	-6
42	Nc1nonc1-n1nnc(C(=O)N/N=C/c2ccccc2F)c1CN1CCOCC1	-11	-5.0	21	-6	1	.	-3
43	COc1ccc(-c2nnc(SC(C)C#N)o2)cc1 (stereo not drawn)	.	.	5	23	-80	-4	.
44	O=C(/C=C/c1ccc(F)cc1)NCCC1=CCCCC1	.	.	6	.	-198	-2	.
45	Cc1[nH]nc(N=CC2=C(O)CC(c3ccco3)CC2=O)c1-c1ccccc1 (stereo not drawn)	-3	1.8	-1	5&14	.	2&8	0
46	CCOc1cc(N2CCOCC2)c(OCC)cc1NC(=O)c1cccc(S(=O)(=O)N2CC(C)OC(C)C2)c1 (stereo not drawn)	11	.	-9	.	12	-6	-11
47	CCn1c(C)cc(C=C2C(=O)c3ccccc3C2=O)c1C	-11	0.0	3	-2	-129	.	5
48	CO[C@@H]1CN(C)C(=O)c2ccc(NC(C)=O)cc2OC[C@@H](C)N(C(=O)CN2CCOCC2)C[C@H]1C	-4	3.0	.	.	.	-5[16.7 µM]	3
49	C[C@@H]1CN([C@@H](C)CO)C(=O)Cc2cc(NC(=O)Cc3ccccc3)ccc2O[C@@H]1CN(C)S(=O)(=O)c1cccs1	2	-1.5	-39	-28	2	11[16.7 µM]	10
50	O=C(CN1CCCCCC1)N/N=C/c1cccc(Cl)c1	.	.	-3	19	-5	.	.
51	CCOC(=O)N1CCN(c2c(NCCN3CCN(c4ccccc4F)CC3)c(=O)c2=O)CC1	4	-2.1	-20	25	-5	-2	7
52	C=CCc1ccccc1OCCn1ccnc1	.	.	4	15	2	-1	.
53	COc1ccccc1S(=O)(=O)N(C)C[C@H]1OCc2ccccc2-c2ccccc2C(=O)N([C@H](C)CO)C[C@H]1C	-2	-0.4	-7	0	-7	.	5
54	Cc1cc(C)cc(N2CC(C)(C)C2=O)c1	9	0.9	0	-1	-1	.	1
55	CC(Cc1cccs1)NC(=S)Nc1ccc(Cl)c(Cl)c1 (stereo not drawn)	-3	-1.1	-1	-14	-2	84	2
56	COCCNC(=O)C1(C)CCCN(C(=O)c2cccc(OC(F)(F)F)c2)C1 (stereo not drawn)	4	-0.2	-4	-4	-7	3	-2
57	CC1(C)OC2OC(C(=O)N/N=C/c3cc(Br)ccc3O)C3OC(C)(C)OC3C2O1 (stereo not drawn)	2	.	9	-21	8	3	5
58	CC(Nc1cccc([N+](=O)[O-])c1)C(=O)Nc1ccc(S(=O)(=O)N2CCCC2)cc1 (stereo not drawn)	6	-4.0	-9	-44	34	2	4
59	C=C1c2ccccc2O[C@H](C(=O)OCC)[C@@H]1C1CCCCC1	8	1.8	.	10	6	0	7
60	COc1ccc(-c2cc3c(c4c2ccn4C)C2CCC3O2)cc1OC (stereo not drawn)	4	-0.5	0	25	1	2	-12

The results go on:
entry	SMILES	EWS-Fli block	CFTR F508del cor	FN deposition inh	INS-1E GSIS act	PAX8 inh HTS	miR122 inh	DENV2 CPE rescue
61	Cc1ccc(/C(N)=N/OC(=O)CCCc2ccccc2)cc1	.	-0.7	11	0	4	-1	-9
62	COc1ccccc1-n1c(-c2ccccc2)c[nH]c1=S	0	-1.0	4	3	0	.	0
63	O=C(CCCn1c(=O)[nH]c2cc(Cl)ccc2c1=O)NCCC1=CCCCC1	.	.	0	.	-10	1	.
64	COc1cc2sc3ccc(-c4ccc(N(C)C)nc4)cc3c(=O)c2cc1OC	-107	0.5	-7	.	-92	.	-19
65	O=C(CCc1ccccc1)NNC(=O)Nc1ccc(Br)cc1	-28	-0.5	4	-6	-13	-6	-1
66	CCN(CC)C(=O)Cn1cc([N+](=O)[O-])cc1[N+](=O)[O-]	2	1.3	-4	2	-16	-3	4
67	C[C@@H]1CN([C@H](C)CO)S(=O)(=O)c2ccc(-c3cccnc3)cc2O[C@@H]1CN(C)C(=O)C1CCCCC1	-2	-2.9	.	-1	.	7[16.7 µM]	0
68	Cc1ccc(S(=O)(=O)N(C)CC(=O)N2CCN(Cc3ccc4c(c3)OCO4)CC2)cc1	3	3.6	-10	-8	11	.	6
69	CCOc1ccc(C(=O)NCCC(=O)N2CCC3(CC2)NCCc2[nH]cnc23)cc1	-3	1.8	1	8	-5	2	10
70	Cc1oc(-c2ccc(Cl)cc2)nc1CN1CCCC(C(=O)NCCCN2CCOCC2)C1 (stereo not drawn)	.	.	1	.	8	-11	.
71	C[C@@H]1CN([C@H](C)CO)S(=O)(=O)c2ccc(C#CC3CC3)cc2O[C@H]1CN(C)C(=O)c1cccc(F)c1	23	0.3	.	-24	-29	26[16.7 µM]	-2
72	Cc1noc(C)c1NC(=O)Nc1ccc2c(c1)C(=O)N([C@H](C)CO)C[C@H](C)[C@@H](CN(C)C(=O)Nc1c(C)noc1C)OCCCC[C@H](C)O2	-4	1.1	5	-7	-2	12[16.7 µM]	0
73	Cc1ccccc1N(CC(=O)NCc1ccco1)C(=O)CNS(=O)(=O)c1ccc(F)cc1	2	-1.6	0	14	9	.	-6
74	Cc1cccc(N2CCN(C(=O)c3ccc4c(c3)OCCO4)CC2)c1C	0	0.4	-18	9	8	7	0
75	CC(C)N(C(=O)COC(=O)c1cccc(S(=O)(=O)N2CC3(C)CC2CC(C)(C)C3)c1)C(C)C (stereo not drawn)	0	-1.2	1	-21	19	-5	-6

Screens (PubChem BioAssay)
